eIF4E-4G inh: eIF4E–eIF4G protein interaction inhibitors, primary screen, biochemical, uHTS, TR-FRET, eIF4GI fragment. Eukaryotic translation initiation factor 4E (Mus musculus) + Eukaryotic translation …. TR-FRET eIF4E-eIF4GI(517-606) binding, 2 h. inhibition, % at 21.7 µM. actives 0.37% (n = 220,000). AID 782, 2007;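 active = inhibition above about 30%, limit read from the data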;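 also: 0% = full FRET control wells and 100% = background wells lacking eIF4GI fragment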
Tb hexokinase: Trypanosoma brucei hexokinase 1 inhibitors, primary screen, biochemical, G6PDH-coupled NADH absorbance, MLSCN library. inhibition, % at 10 µM. actives 0.11% (n = 220,000). AID 1430, 2008. hexokinase 1 [Trypanosoma brucei]. recombinant TbHK1, G6PDH-coupled NADH A340;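 active = inhibition of 50% or more in the single-dose primary screen; inactive = inhibition below 50%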
m-calpain inh: inhibitors of pig calpain II, primary screen, biochemical, fluorogenic peptide substrate, 1536-well. AID 1236, 2008. actives 0.37% (n = 220,000). inhibition, % at 16 µM. purified calpain II, 30 min;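 active = inhibition above about 50%, limit read from the data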
14-3-3 Bad PPI: inhibitors of 14-3-3 zeta/Bad binding, primary screen, biochemical, TR-FRET, bovine 14-3-3 zeta; inhibition, % at 21.7 µM; TR-FRET 14-3-3zeta/Dy647-pBad peptide displacement, 1 h; actives 0.71% (n = 220,000);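 active = inhibition above about 70%, limit read from the data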;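 also: 0% = full 14-3-3 plus peptide FRET controls and 100% = background without 14-3-3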
Target sequence (P63103 whole entry, looked up): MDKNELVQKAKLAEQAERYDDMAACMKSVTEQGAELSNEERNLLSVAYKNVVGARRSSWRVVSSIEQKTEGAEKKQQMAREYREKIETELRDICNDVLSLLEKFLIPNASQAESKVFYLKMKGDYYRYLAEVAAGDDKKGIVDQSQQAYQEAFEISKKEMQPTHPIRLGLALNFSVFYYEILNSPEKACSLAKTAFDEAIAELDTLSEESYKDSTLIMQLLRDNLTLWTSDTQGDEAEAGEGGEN
EP2 mod: EP2 receptor modulators, cAMP readout, primary screen, cell-based, HTRF cAMP, PGE2 stimulation | EP2-expressing cells, cAMP HTRF FRET, PGE2 co-stimulation | Prostaglandin E2 receptor EP2 subtype (Homo sapiens), P43116 | actives 0.83% (n = 260,000) | induction, % at 25 µM;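 active = compounds whose cAMP rise, as percent of the full-agonist control response, exceeds 60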;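 also: rat C6 glioma line stably carrying human EP2 under a CMV promoter; the protocol text gives 20 µM as final concentration; 100% = response of wells given 1 µM PGE2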
Target sequence (P43116 whole entry, looked up): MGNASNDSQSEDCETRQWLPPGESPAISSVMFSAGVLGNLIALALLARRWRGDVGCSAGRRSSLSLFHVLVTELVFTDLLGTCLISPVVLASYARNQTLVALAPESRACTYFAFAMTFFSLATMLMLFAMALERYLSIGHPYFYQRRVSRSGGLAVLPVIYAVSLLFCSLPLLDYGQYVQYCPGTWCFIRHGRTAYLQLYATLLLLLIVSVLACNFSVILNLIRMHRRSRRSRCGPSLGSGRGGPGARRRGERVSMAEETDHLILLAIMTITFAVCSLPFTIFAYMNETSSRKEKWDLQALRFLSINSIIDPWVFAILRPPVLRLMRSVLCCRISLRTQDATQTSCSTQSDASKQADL
Hck Nef HTS: inhibitors of Nef-activated human Hck kinase, primary screen, biochemical, Z-Lyte FRET, 384-well, Hck-YEEI; Tyrosine-protein kinase HCK (Homo sapiens), P08631; Recombinant Hck-YEEI plus Nef, Z-Lyte FRET kinase assay; inhibition, % at 20 µM; actives 0.68% (n = 220,000); AID 463187, 2010;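 active = Hck-Nef kinase inhibition above about 50%, limit read from the data; inactive = inhibition below that limit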;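 also: 0% = DMSO with Hck plus Nef and 100% = Hck alone without Nef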
EP2 antag: human EP2 receptor antagonists, primary screen, TR-FRET cAMP, C6 glioma cells; Prostaglandin E2 receptor EP2 subtype (Homo sapiens), P43116; C6 glioma cells expressing human EP2; cells stimulated with saturating PGE2; inhibition, % at 25 µM; actives 0.52% (n = 260,000); AID 1422, 2008;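 active = percent inhibition above 40 after rounding to a whole number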;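 also: rat C6 glioma host cells with rolipram phosphodiesterase inhibitor present; the protocol text gives 20 µM as final concentration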
zVAD death inh: inhibitors of zVAD-triggered necroptosis, primary screen, L929 cells | L929 zVAD necroptosis rescue, ATP luminescence, 24 h; with zVAD 60 µM | AID 1377, 2008 | viability rescue, % at 10 µM | actives 0.38% (n = 220,000);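 active = activation, scaled between plate controls, above about 75%, limit read from the data; inactive = activation under that limit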;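 also: 0% = zVAD with DMSO and 100% = DMSO alone without zVAD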
Rad51 HR inh: human RAD51 strand exchange inhibitors, primary screen, biochemical, fluorescence; DNA repair protein RAD51 homolog 1 (Homo sapiens), Q06609; hRad51 DNA strand exchange, fluorescence dequenching; inhibition, % at 10 µM; actives 0.085% (n = 200,000);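 active = inhibition above 40% at the single screening dose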;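 also: 0% = DMSO control wells and 100% = blanks with heterologous ssDNA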
Target sequence (Q06609 whole entry, looked up): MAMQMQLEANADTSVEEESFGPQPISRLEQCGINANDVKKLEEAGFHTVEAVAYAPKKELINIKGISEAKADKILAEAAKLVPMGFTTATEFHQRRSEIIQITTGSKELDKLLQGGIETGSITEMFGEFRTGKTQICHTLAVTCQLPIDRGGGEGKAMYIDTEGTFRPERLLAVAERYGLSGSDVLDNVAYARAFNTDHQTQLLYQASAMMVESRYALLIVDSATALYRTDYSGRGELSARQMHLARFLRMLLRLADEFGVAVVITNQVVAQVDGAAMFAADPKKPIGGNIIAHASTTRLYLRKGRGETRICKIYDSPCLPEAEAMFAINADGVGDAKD
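Test system – preformed human Rad51 ssDNA filaments · Reagent – Donor/quencher-labelled 47-bp dsDNA substrate · Incubation – 37 °C 15-min filament assembly, 30-min compound preincubation, 15-min exchange · Signal – FRET fluorescence dequenching, excitation 485 nm, emission 520 nm · Read-out – percent inhibition from fluorescence, normalised to plate control and blank means · Benchmarks – plate control and blank wells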
Starred values were filed as active, the others as inactive; i = inactive; . = no result given; & = joins results of further samples; [ ] = dose if it differs, or a comment.

SMILES	eIF4E-4G inh	Tb hexokinase	m-calpain inh	14-3-3 Bad PPI	EP2 mod	Hck Nef HTS	EP2 antag	zVAD death inh	Rad51 HR inh
CCOC(=O)c1c(C)[nH]c(C)c1C(=O)COC(=O)[C@@H](NC(=O)c1ccccc1OCC)C(C)C	0	-17	-45	-13[fluorescence artefact?]	30	9	5	-0.4	5
COc1ccc(CN2CCSCC2)cc1O	-9	-6	-17	76*	-19	1	4	-0.2	8
Cc1ccc(C)c(NC(=O)c2ncn[nH]2)c1	-6[fluorescence artefact?]	-11	21	17[fluorescence artefact?]	-4	1	0	0.1	10
COCc1[nH][nH]c(=O)c1C=Nc1ccc(Cl)cc1	-8	-25	-3	11	11	2	20	0.0	-3
O=C(O/N=C/c1ccc2c(c1)OCO2)c1ccc([N+](=O)[O-])cc1	2	-11	70*	-5	22	19	3	1.2	5
O=c1c(-c2ccc(Oc3ccccc3)cc2)[n+]([O-])c2ccccc2n1OCc1ccccn1	3	-11	6	-1	8	2	16	-0.1	0
CCc1[nH]nc2c1C1(CCN(C(=O)OCc3ccccc3)CC1)C(C#N)=C(N)O2	-2	3	16	-17	-16	-1	9	0.4	7
Cc1ccc(N(C)C(=O)C2CCN(S(=O)(=O)c3ccc4c(c3)oc(=O)n4C)CC2)cc1	0	0	3	13	-14	7	12	-0.7	-6
N#CC1(c2c(O)nc3n(c2=O)CCCS3)CCCCC1	-1	2	-42	-20	22	0	6	0.2	0
Cc1onc(-c2c(F)cccc2Cl)c1C(=O)NC(=S)Nc1c(C)n(C)n(-c2ccccc2)c1=O	0	-6	-17	2	8	-3	9	0.9	-7
Cc1nnc(NC(=O)CSc2ncnc3c2cnn3-c2ccccc2C)s1	3	2	0	1[fluorescence artefact?]	30	0	7	0.2	-2
Cc1ccc(CC2CC(=O)N(Cc3ccco3)C2=O)cc1 (stereo not given)	-8	3	17	-5	-11	1	10	4.1	1
O=C(C[n+]1ccccc1)N/N=C/c1ccccc1F	-8	-5	-3	-8	20	14	3	0.8	17
COC(C(=O)Nc1cc([N+](=O)[O-])ccc1C)c1ccccc1 (stereo not given)	2	-10	14	3	2	-7	2	-0.2	.
O=c1oc2ccc([N+](=O)[O-])cc2c(N2CCOCC2)c1[N+](=O)[O-]	-3	-16	-32	-12	33	8	10	5.0	-5
O=C1OC(Cc2ccncc2)C(O)=C1C1=NCCCN1 (stereo not given)	7[fluorescence artefact?]	14	11	-10	3	1	5	0.4	4
CCOC(=O)CCc1c(C)c2ccc(OCC(=O)N(CC)CC)c(C)c2oc1=O	-5	-19	-291	-4	-35	-3	6	0.1	-3
O=C(COC(=O)c1cc(=O)[nH]c2ccccc12)c1ccc(Br)cc1	-4	-2	-59	2	19	1	9	0.1	-2
Cc1ccc(C)c(C(=O)N(Cc2nc(-c3ccc(Cl)cc3)no2)C(C)C)c1	-3[fluorescence artefact?]	-9	11	1	25	1	12	1.1	14
CCOc1ccccc1NC(=O)CC1Nc2ccccc2NC1=O (stereo not given)	-3	-9	-39	0	4	2	5	-0.9	-8
COc1ccc(/C=C/c2nnc(NC(=O)CSc3ccc(Cl)cc3)s2)cc1	2[fluorescence artefact?]	-5	-51	1	13	6	5	1.5	-2
Cc1[nH]c(=O)[nH]c(=O)c1/C=N/NC(=O)CCCCCNC(=O)OC(C)(C)C	-2	-17	23	-2	6	7	2	1.1	-27
Cc1cc(CNC(=O)C(C)Cc2ccccc2)nn1C (stereo not given)	-5	5	28	7	4	-9	2	2.0	-5
CC1(C)CC(=O)c2c(S(C)(=O)=O)sc(Br)c2C1	1	-8	-20	-4	27	3	14	-2.0	-2
COc1ccc2c(c1OC)C(=O)N1c3ccccc3C(=O)N(c3ccccc3)C21 (stereo not given)	-3	-4	-25	-14	6	3	8	-0.2	2
CC(C(=O)Nc1cccnc1)c1ccc([N+](=O)[O-])cc1 (stereo not given)	2	-3	-4	-8	-3	4	6	2.1	-4
CC1(C)Cc2c(c(N3CCOCC3)nc3sc(C#N)c(N)c23)CS1	.	-2	i	.	5	1	21	0.4	-3
CSCCOC(=O)COc1ccc(/C=N/NC(=O)c2c(Cl)cnn2C)cc1	4	-30	15	-7	1	3	19	1.7	6
COCCN(C(=O)CC1C(=O)NCCN1CC(c1ccccc1)c1ccccc1)C(C)C (stereo not given)	1	-1	12	-12	28	20	5	-0.3	3
CC#CC(=O)N1CCC(CO)(CCc2ccccc2)CC1	-2	4	2	1	0	29	3	2.5	4

A draw from above in order of length of the SMILES, descending.
SMILES	eIF4E-4G inh	Tb hexokinase	m-calpain inh	14-3-3 Bad PPI	EP2 mod	Hck Nef HTS	EP2 antag	zVAD death inh	Rad51 HR inh
CCOC(=O)c1c(C)[nH]c(C)c1C(=O)COC(=O)[C@@H](NC(=O)c1ccccc1OCC)C(C)C	0	-17	-45	-13[fluorescence artefact?]	30	9	5	-0.4	5
Cc1[nH]c(=O)[nH]c(=O)c1/C=N/NC(=O)CCCCCNC(=O)OC(C)(C)C	-2	-17	23	-2	6	7	2	1.1	-27
O=c1oc2ccc([N+](=O)[O-])cc2c(N2CCOCC2)c1[N+](=O)[O-]	-3	-16	-32	-12	33	8	10	5.0	-5
Cc1ccc(C)c(C(=O)N(Cc2nc(-c3ccc(Cl)cc3)no2)C(C)C)c1	-3[fluorescence artefact?]	-9	11	1	25	1	12	1.1	14
CCOC(=O)CCc1c(C)c2ccc(OCC(=O)N(CC)CC)c(C)c2oc1=O	-5	-19	-291	-4	-35	-3	6	0.1	-3
COc1ccc(/C=C/c2nnc(NC(=O)CSc3ccc(Cl)cc3)s2)cc1	2[fluorescence artefact?]	-5	-51	1	13	6	5	1.5	-2
Cc1nnc(NC(=O)CSc2ncnc3c2cnn3-c2ccccc2C)s1	3	2	0	1[fluorescence artefact?]	30	0	7	0.2	-2
CC(C(=O)Nc1cccnc1)c1ccc([N+](=O)[O-])cc1 (stereo not given)	2	-3	-4	-8	-3	4	6	2.1	-4
Cc1ccc(CC2CC(=O)N(Cc3ccco3)C2=O)cc1 (stereo not given)	-8	3	17	-5	-11	1	10	4.1	1
N#CC1(c2c(O)nc3n(c2=O)CCCS3)CCCCC1	-1	2	-42	-20	22	0	6	0.2	0
CC#CC(=O)N1CCC(CO)(CCc2ccccc2)CC1	-2	4	2	1	0	29	3	2.5	4
Cc1cc(CNC(=O)C(C)Cc2ccccc2)nn1C (stereo not given)	-5	5	28	7	4	-9	2	2.0	-5

Carrying on:
SMILES	eIF4E-4G inh	Tb hexokinase	m-calpain inh	14-3-3 Bad PPI	EP2 mod	Hck Nef HTS	EP2 antag	zVAD death inh	Rad51 HR inh
C=CCOC(=O)c1cc(-c2ccc(/C=C3\C(=O)NC(=O)C(C#N)=C3C)o2)ccc1Cl	60*[fluorescence artefact?]	-9	-113	92*[fluorescence artefact?]	-31&44	91*	8	-0.4	.
COc1ccc(N=Nc2c(N)n[nH]c2N)cc1	-1	-52	20	-19	-20	24	14	-1.2	10
O=C(CC(c1ccccc1)c1ccccc1O)NCc1ccccc1Cl (stereo not given)	0[fluorescence artefact?]	29	5	-1	5	1	9	1.1	5
CCOC(=O)/C=C/C(=O)OCC(=O)Nc1c(Cl)cccc1Cl	5	-1	26	-4	-22	2	7	-0.1	-4
CCC(C)NC(=O)c1ccccc1NS(=O)(=O)c1ccc(OC)c(OC)c1 (stereo not given)	0	3	-55	1	7	7	13	-0.1	.
CCOC(=O)N1CCN(C(=O)CN(c2ccc(C)c(C)c2)S(=O)(=O)c2ccccc2)CC1	-1[fluorescence artefact?]	-19	11	11	0	0	11	-0.5	-8
Nc1nc(=S)n(-c2ccccc2)[nH]1	0	1	-27	-18	29	20	15	4.5	8
O=C(CN1C(=O)C2C3C=CC(C3)C2C1=O)Nc1ccc(C(=O)O)cc1 (stereo not given)	0	4	-11	0	23	0	2	-0.2	.
O=C(CNCC1CCCO1)NCc1ccco1 (stereo not given)	-1	0	-29	43	6&35	15	10&11	4.7	-2
O=C(Nc1ccc2c(c1)C(=O)N(c1ccccc1)C2=O)C1CCCO1 (stereo not given)	-2	0	-4	-5	-6	1	6	0.1	-4
O=C(OCC(=O)N1CCN(c2ccccc2)CC1)c1ccco1	3	-4	-12	4	33	1	7	-0.2	-2
COCCN(C(=O)Cc1cccs1)C(C(=O)NC1CCCC1)c1cc(OC)c(OC)c(OC)c1 (stereo not given)	-3	-6	-20	-6	10	16	6	0.2	11
Fc1ccc(-c2csc3ncnc(Cl)c23)cc1	0	1	11	7[fluorescence artefact?]	46	4	3	-0.7	-16
COc1cc(NC(=S)NCc2cccnc2)c(OC)cc1Cl	-3	-2	4	-9	-19	9	6	-1.0	-11
CN1CCN(C(=O)NC2CCCCC2)CC1	1[fluorescence artefact?]	-3	-9	64	19	-7	10	0.7	-14
Nc1nonc1C(=O)NCCc1ccccc1	-1	5	17	9	-1	7	10	6.0	-6
CCC(=O)Oc1ccc(C(=O)Nc2cccc(C(=O)c3ccccc3)c2)cc1	-2	3	18	2	-42	-1	15	0.5	-9
CCOC(=O)C1CCN(C(=O)c2ccc(N(C)S(=O)(=O)c3ccc(OC)cc3)cc2)CC1	1	-6	9	-5	-29	-4	3	-0.1	-43
Cc1cccc(Cn2c(N3CCN(c4ccccc4)CC3)nc3c2c(=O)n(C)c(=O)n3C)c1	-3	5	-2	-5	68*	2	24	-0.1	0
COC(=O)[C@@]1(Cc2ccc(F)cc2)[C@H]2c3cc(C(=O)N(C)C)n(Cc4ccc(OC(F)(F)F)cc4)c3C[C@H]2CN1C(=O)c1ccccc1	2	-13	-70	-6	-3	-5	.	1.7	.
CCOC(=O)CC(=O)CSc1ccc2nnc(-c3ccc(C)cc3)n2n1	.	4	-127	.	-23	5	6	0.7	.
CC(C)(C)c1ccc(Cn2ccc(-c3ccc4c(c3)OCO4)n2)cc1	-4[fluorescence artefact?]	1	18	9	14	3	11	0.3	-1
CC(C)C1Oc2ccccc2N(CC(=O)N(Cc2ccccn2)C2CC2)C1=O (stereo not given)	3[fluorescence artefact?]	2	25	-4	14	5	16	0.1	-2
CN(Cc1nc(-c2ccncc2)no1)S(=O)(=O)c1ccccc1	2	-3	-20	10	15	-1	13	-0.2	5

Not all compounds are listed. The share of hits here may be higher or lower than overall.
